Bioassay records from PubChem.
MITF inh: human MITF inhibition, primary screen; AlphaScreen MITF homodimerization, bead proximity signal; 650,000 tested, 0.91% active; O75030; inhibition, % at 2.6 µM; in the data active means inhibition above about 50%;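 further: 0% = vehicle wells with protein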
TEAD-YAP block: TEAD-YAP interaction inhibition; HEK-TIYL cells, TEAD-Gal4/YAP UAS-luciferase luminescence; inhibition, % at 9.12 µM; 640,000 tested, 1.4% active; in the data active means inhibition above about 32%;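 further: 0% = median of test compound wells and 100% = reference inhibitor wells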
FBW7 act: human FBW7 E3 ligase activation, primary screen. Q969H0. AlphaScreen FBW7–phospho-cyclin E peptide binding, activator screen. normalized activity (activation), % at 26.1 µM. 650,000 tested, 0.13% active; in the data active means normalized activity above about 1.9%;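 further: purified mutant Fbw7 with reduced substrate affinity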
Target sequence (Q969H0 whole entry, looked up): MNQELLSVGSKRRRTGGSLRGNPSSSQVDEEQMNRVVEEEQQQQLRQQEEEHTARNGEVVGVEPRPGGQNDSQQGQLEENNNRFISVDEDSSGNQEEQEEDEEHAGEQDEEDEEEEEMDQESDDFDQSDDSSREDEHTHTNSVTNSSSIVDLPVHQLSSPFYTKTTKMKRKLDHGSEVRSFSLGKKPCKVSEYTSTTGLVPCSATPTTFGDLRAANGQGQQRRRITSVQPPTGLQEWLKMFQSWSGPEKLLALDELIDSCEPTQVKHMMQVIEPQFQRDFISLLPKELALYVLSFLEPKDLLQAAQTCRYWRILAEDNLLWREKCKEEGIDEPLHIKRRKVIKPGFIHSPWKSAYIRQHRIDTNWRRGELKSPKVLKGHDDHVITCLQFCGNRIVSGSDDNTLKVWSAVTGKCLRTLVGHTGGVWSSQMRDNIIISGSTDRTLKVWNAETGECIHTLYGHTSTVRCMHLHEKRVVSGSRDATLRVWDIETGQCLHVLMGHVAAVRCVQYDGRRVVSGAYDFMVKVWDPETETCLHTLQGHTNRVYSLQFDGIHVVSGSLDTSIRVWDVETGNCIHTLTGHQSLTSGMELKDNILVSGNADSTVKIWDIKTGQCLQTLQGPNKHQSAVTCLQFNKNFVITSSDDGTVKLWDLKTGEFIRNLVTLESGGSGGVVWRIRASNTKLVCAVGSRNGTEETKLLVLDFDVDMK
GPR151 ag: human GPR151 activation; Q8TDV0; PathHunter beta-arrestin GPR151 cells, luminescence; activation, % at 11.2 µM; 650,000 tested, 1% active; in the data active means activation above about 4.9%;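 further: 0% = median of compound wells and 100% = cells with positive control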
* hit, by the source's call.

SMILES	MITF inh	TEAD-YAP block	FBW7 act	GPR151 ag
NC(=O)N/N=C1\NC(=O)/C(=C\c2ccccc2)S1	16	6	-0.1	0.4
Cc1cccc(CN2CCC(N3CCC(C(=O)NC(C)(C)C)CC3)CC2)n1	9	-4	0.1	4.2
O=C(Nc1cccc(-c2nc3ncccc3o2)c1)c1cccc([N+](=O)[O-])c1	8	-3	-0.1	0.3
CS(=O)(=O)N(CC(=O)NC1CCCCCC1)c1ccc(F)cc1	-3	-6	0.1	-0.6
COC(=O)C1=C(N)N(c2ccc(S(N)(=O)=O)cc2)C2=C(C(=O)CCC2)C1c1ccccc1 (stereo not drawn)	0	3	-0.2	-1.4
Cc1[nH]n(-c2ccc(Cl)cc2)c(=O)c1C=Nc1ccc(S(=O)(=O)N(C)C)cc1	-14	-5	0.2	0.4
COc1ccc(NC(=O)/C=C/c2cccc(Br)c2)c(OC)c1	-5	-1	-0.1	2.0
O=c1c(S(=O)(=O)c2ccccc2)c[nH]c2ccc(Br)cc12	0	-7	0.0	0.7
NC(=O)C1CCN(S(=O)(=O)c2ccc3c(c2)SCC(=O)N3)CC1	-6	-3	-0.1	0.0
COc1ccc(CN2CCN(Cc3ccc(C)cc3)C(CCO)C2)c(O)c1 (stereo not drawn)	-7	-11	0.9	-2.9
COC(=O)CN(C)C(=O)CCc1nnc(Cc2cccc(C(F)(F)F)c2)o1	-10	-33	0.0	-0.2
Fc1cccc(/C=N/n2c(-c3ccncc3)n[nH]c2=S)c1	-5	-5	-0.2	-0.7
COc1ccccc1C1N=C(c2cccs2)CC(c2ccccc2O)N1 (stereo not drawn)	0	-32	-0.4	0.2
CCN(CC)CCCNC(=O)Cn1ncc2c1-c1ccccc1OC2	0	-9	-0.2	-0.4
Cc1cc(C)c(OCC(=O)Nc2ccccc2C(=O)O)cc1C	15	2	0.1	-1.2
Cc1n[nH]c(C)c1-c1ccc2cnc(Nc3ccc(-n4cnc(N5CCOCC5)n4)cc3)nc2c1	15	35*	-0.3	0.5
CCSCCOC(=O)C1=C(C)NC2=C(C(=O)CCC2)C1c1ccc(OC)c(OCc2ccccc2)c1 (stereo not drawn)	5	-12	0.1	0.4
CC(C)c1ccc(OCc2ccc(C(=O)NCCN(C)C)cc2)cc1	14	-44	-0.1	2.3
CC(=O)N1CCc2c(sc3nc(-c4cc5cc(Cl)ccc5oc4=O)[nH]c(=O)c23)C1	-10	-1	0.4	-0.5
O=C(O)/C=C/c1nc(-c2ccccc2)n2ccccc12	7	-10	-0.3	-1.1
CCN(C(=O)Cn1c(=O)oc2ccccc21)c1ccccc1	6	-4	0.0	1.0
O=C1CC(c2cccc(Cl)c2)c2cc(Br)c3ccccc3c2N1 (stereo not drawn)	1	-7	0.0	-0.4
CCC(C)c1ccccc1NC(=O)c1c(-c2ccccc2Cl)noc1C (stereo not drawn)	-3	4	-0.1	0.3
CN1CCSc2ccc(C(=O)NCc3cccc(F)c3)cc21	8	0	0.1	0.6
CC(=O)c1c(C)[nH]c(C(=O)Nc2ccc(Br)c(C)c2)c1C	20	-73	0.4	1.7
CCOc1cc(/C=C2/C(=O)NN(c3ccc(F)cc3)C2=O)ccc1OC(C)C	25	8	0.0	0.6
COCCN(CCOC)c1ncnc2c1c(-c1ccccc1)cn2-c1ccccc1	-10	-2	0.2	-1.6
CN(C)CCNC(=O)c1ccc2c(=O)n(CCC3=CCCCC3)c(=S)[nH]c2c1	1	1	-0.1	1.4
COc1ccc(-c2ccc(-c3nc(-c4ccccc4)c(-c4ccccc4)[nH]3)o2)c([N+](=O)[O-])c1	11	2	-0.5	1.3
Cc1ccc2c(C)nc(N3CCC(C(=O)N4CCCCC4C)CC3)nc2c1 (stereo not drawn)	-5	-3	0.2	-1.7
Cc1ccccc1CC(C1CCN(C(=O)c2ccnn2C)CC1)N(C)C(=O)C1CCC1 (stereo not drawn)	8	2	-0.1	0.8
CCC(=O)N1CCc2cc(S(=O)(=O)CCC(=O)NC(C)(C)C)ccc21	0	8	0.0	-0.7
O=C(Nc1ccc(-c2nc3ccccc3s2)cc1)c1ccccc1Cl	-12	25	0.0	-2.9
CC(C)C[C@@H]1NC(=O)[C@@H]2C[C@H](NC(=O)c3cccc(Br)c3)CN2C1=O	15	4	0.1	-0.1
O=C(CSc1cn(CCNC(=O)c2ccc(F)cc2)c2ccccc12)Nc1ccc2c(c1)OCO2	17	11	0.0	0.5
FC(F)(F)Oc1cccc(-c2cnn3c(NCCCN4CCOCC4)ccnc23)c1	15	1	0.2	-0.4
Cc1cc(C)nc(/N=C(\N)Nc2ccc(C)c([N+](=O)[O-])c2)n1	8	-4	0.8	0.5
O=C(N/N=C/c1ccc2c(c1)OCO2)C(=O)N1CCCCCC1	29	0	-0.1	-0.1
O=C(Nc1cccc(-n2cccn2)c1)C1CCCN(Cc2coc(-c3ccccc3)n2)C1 (stereo not drawn)	6	16	0.0	-0.3
COc1ccccc1CNC(=O)Cn1ncc2ccsc2c1=O	5	-46	-0.1	-1.7
Cc1sc2nc(-c3cccnc3)nc(SCCO)c2c1C	9	7	0.0	0.4
CCOc1ccc(C2CC(=O)NC3=C2C(=O)CC(C)(C)C3)cc1Cl (stereo not drawn)	4	-14	0.2	1.2
COc1ccc(Cl)cc1C(=O)O/N=C(\N)Cc1cccc2ccccc12	19	-7	0.3	1.2
Cc1ccc(NC(=O)C2C3CC4OC(=O)C2C4C3)cc1[N+](=O)[O-] (stereo not drawn)	-2	-5	-0.2	0.4
CCN1C(=O)[C@@H](O)C[C@H]1c1ccc(OC)cc1	-6	-3	0.0	-0.3
N#CCCN(Cc1cccnc1)Cn1nc(Nc2ccccc2F)sc1=S	-2	-17	-0.1	-0.7
CC(=O)N1CCN(Cc2ccc3c(c2)CN(Cc2cccc4cccnc24)CCO3)CC1	0	3	-0.1	-0.2
O=C1Cc2cc(S(=O)(=O)N3CCc4ccccc4C3)cc3c2N1CCC3	-1	5	0.3	-0.7
COc1ccc(NC(=O)c2sc3ncn(CC(=O)N4CCCC(C)C4)c(=O)c3c2C)c(OC)c1 (stereo not drawn)	17	-4	-0.1	-0.5
COc1ccccc1NC(=O)CCC(=O)OC(C)C(=O)c1ccccc1 (stereo not drawn)	11	4	1.0	0.0
Nc1cc(Oc2ccc(O)c(N)c2)ccc1O	111*	0	-0.9	3.0
C=CCn1c(N/N=C/c2cccnc2)nc2c1c(=O)[nH]c(=O)n2C	1	-6	-0.2	0.8
Cc1ccc(Oc2ccc(NC(=O)c3ccccc3F)cc2)cc1	8	5	0.2	0.6
CCCS(=O)(=O)N1CCCc2ccc(NS(=O)(=O)c3cc(C)ccc3OCC)cc21	-3	0	-0.1	3.1
O=C1CN(C(=O)c2cc(Br)c(Br)s2)c2ccccc2N1	12	7	-0.1	-1.0
Cc1cc(C)c2[nH]c(=O)c(CN(CCO)C(=O)c3cccs3)cc2c1	-1	3	-0.1	1.0
O=C(CC(NCc1ccc(Cl)cc1)C(=O)O)c1ccc(C2CCCCC2)cc1 (stereo not drawn)	-2	4	0.0	0.7
OCCC1CN(Cc2cccc(-n3cccn3)c2)CCN1CC1CCCCC1 (stereo not drawn)	-4	-15	-0.1	-1.7
Cc1ccccc1NS(=O)(=O)c1nnc(NC(=O)c2ccco2)s1	6	-11	-0.1	-2.2
CCOC(=O)N1CCN(C(=O)/C(=C/c2ccccc2Cl)NC(=O)c2ccccc2)CC1	-5	-12	-0.1	1.0

Entries of single compounds, quoted from the list. Values in the order: MITF inh	TEAD-YAP block	FBW7 act	GPR151 ag
COc1ccccc1NC(=O)CCC(=O)OC(C)C(=O)c1ccccc1 (stereo not drawn) as listed: 11	4	1.0	0.0
O=C(CC(NCc1ccc(Cl)cc1)C(=O)O)c1ccc(C2CCCCC2)cc1 (stereo not drawn) as listed: -2	4	0.0	0.7
C=CCn1c(N/N=C/c2cccnc2)nc2c1c(=O)[nH]c(=O)n2C as listed: 1	-6	-0.2	0.8
CCOC(=O)N1CCN(C(=O)/C(=C/c2ccccc2Cl)NC(=O)c2ccccc2)CC1 as listed: -5	-12	-0.1	1.0

(more compounds)
SMILES	MITF inh	TEAD-YAP block	FBW7 act	GPR151 ag
Cc1cccc(-n2cc(-c3ccccc3)c3c(NN4CCOCC4)ncnc32)c1	3	-16	-0.1	2.1
CC(C)C(=O)OC/C(O)=C(\C#N)c1nc2ccccc2[nH]1	-4	21	-0.5	0.0
COc1ccc(Nc2nnc(-c3ccc(C)cc3)c3ccccc23)cc1C(N)=O	0	7	0.4	-1.8
Cc1ccc2c(c1)cc1c(=O)n(CC(=O)NCCN3CCOCC3)nc(C)n12	13	-10	0.2	-0.3
CCn1c2ccccc2n2c(=O)n(CC(=O)N3C(C)CCCC3C)nc12 (stereo not drawn)	6	-4	0.7	-0.2
C(=Nc1ccc(N=Cc2ccco2)cc1)c1ccco1	27	2	-0.1	0.2
COc1cc(/C=N/NC(=O)c2cccc(NC(=O)c3ccc(C)cc3)c2)c(O)c([N+](=O)[O-])c1	16	-29	0.3	4.7
CC(C)Cc1ccc(CN2CCC(C3(C)NC(=O)NC3=O)CC2)cc1 (stereo not drawn)	-9	-6	-0.2	-0.8
CCCCn1c(CNC(=O)COc2ccccc2)nnc1SCC(=O)Nc1sc2c(c1C(=O)OCC)CCCC2	6	-5	0.1	-1.7
Cc1nn(C)c(C)c1C(C)NC(=O)CCc1nnc(CCc2c[nH]c3ccccc23)o1 (stereo not drawn)	10	15	0.1	0.4
CCSc1nc2ccccc2n1Cc1ccccc1C	-9	-14	-0.1	1.1
CC(C)CN1C(=O)c2ccccc2C(C(=O)NC2CC2)C1c1cccs1 (stereo not drawn)	1	9	0.2	-1.1
Cc1cc(C)c(C#N)c(SCc2ccccc2)n1	7	-19	1.7	-0.2
CCc1c(C)c(C#N)c2nc3ccccc3n2c1N1CCN(C2c3ccccc3-c3ccccc32)CC1	6	3	0.0	0.7
CCOCc1cc(CN2CCN(CCC(C)C)C(CCO)C2)ccc1OC (stereo not drawn)	-2	13	0.0	0.0
CN1CCN(C(c2ccncc2)c2ccc3cccnc3c2O)CC1 (stereo not drawn)	70*	18	-0.2	1.6
CCOCCn1c(N2CCCC2)nc2c1c(=O)n(C)c(=O)n2C	-2	8	0.0	0.4
N=C1c2ccccc2CN1c1ccc(S(=O)(=O)Nc2ncccn2)cc1	5	7	0.2	-1.1
O=C(NC1CC1)c1nnc(-c2cccc(Cl)c2)o1	-7	-78	-0.2	0.3
CC(Nc1cc(Cl)ccc1[N+](=O)[O-])c1ccc(Br)cc1 (stereo not drawn)	8	-7	-0.9	0.5
O=C(Nc1ccc(F)c(F)c1)c1sc(=S)n2c1[nH]c(=O)c1ccccc12	-16	-3	0.1	2.0
C=CCN=c1scc(-c2cccc(Br)c2)n1/N=C/c1cccnc1	6	-23	-0.2	0.3
Cc1ccc(CNC(=O)C(=O)NC2CCCCC2)cc1	18	-3	0.1	-0.8
O=C1CCCN1CCCNc1ccnc(Nc2nccc3ccccc23)n1	-1	-8	-0.1	3.0
CCc1ccc(NC(=O)CSc2ccc3nnc(-c4ccncc4)n3n2)cc1	12	-4	0.0	0.0
NC(=O)COC(=O)/C=C/c1ccc(I)o1	52*	8	0.1	-0.1
Cc1cc(C)n(CCCN2C(=O)CCC2CCNCc2cccc(F)c2)n1 (stereo not drawn)	0	3	0.9	0.0
COC(=O)c1ccc(C(=O)OC)c(NC(=O)CCc2ccccc2)c1	-10	1	0.1	0.1
O=c1[nH]c2ccc(S(=O)(=O)NCCO)cc2[nH]1	2	3	-0.1	-0.6
COC(=O)c1cc(N=Nc2ccc(O)c3ncccc23)cc(C(=O)OC)c1	4	6	0.0	1.7
O=C(c1ccc(S(=O)(=O)c2ccccc2Cl)c([N+](=O)[O-])c1)N1CCOCC1	14	0	0.5	1.7
Cc1ccc2c(c1)c1c(n2C)C(C(N)=O)CCC1 (stereo not drawn)	8	-7	-0.3	0.3

Entries above containing fluorine, in the order listed:
SMILES	MITF inh	TEAD-YAP block	FBW7 act	GPR151 ag
CS(=O)(=O)N(CC(=O)NC1CCCCCC1)c1ccc(F)cc1	-3	-6	0.1	-0.6
COC(=O)CN(C)C(=O)CCc1nnc(Cc2cccc(C(F)(F)F)c2)o1	-10	-33	0.0	-0.2
Fc1cccc(/C=N/n2c(-c3ccncc3)n[nH]c2=S)c1	-5	-5	-0.2	-0.7
CN1CCSc2ccc(C(=O)NCc3cccc(F)c3)cc21	8	0	0.1	0.6
CCOc1cc(/C=C2/C(=O)NN(c3ccc(F)cc3)C2=O)ccc1OC(C)C	25	8	0.0	0.6
O=C(CSc1cn(CCNC(=O)c2ccc(F)cc2)c2ccccc12)Nc1ccc2c(c1)OCO2	17	11	0.0	0.5
FC(F)(F)Oc1cccc(-c2cnn3c(NCCCN4CCOCC4)ccnc23)c1	15	1	0.2	-0.4
N#CCCN(Cc1cccnc1)Cn1nc(Nc2ccccc2F)sc1=S	-2	-17	-0.1	-0.7
Cc1ccc(Oc2ccc(NC(=O)c3ccccc3F)cc2)cc1	8	5	0.2	0.6
O=C(Nc1ccc(F)c(F)c1)c1sc(=S)n2c1[nH]c(=O)c1ccccc12	-16	-3	0.1	2.0
Cc1cc(C)n(CCCN2C(=O)CCC2CCNCc2cccc(F)c2)n1 (stereo not drawn)	0	3	0.9	0.0
